Screening data: PubChem BioAssay, several laboratories
P. falciparum M17LAP: P. falciparum M17LAP inhibitors, primary screen, biochemical, fluorogenic H-Leu-NHMec substrate, 1536-well (AID 1619); recombinant M17LAP, H-Leu-NHMec fluorogenic kinetic assay; higher % means a stronger effect; inhibition, % at 30 µM; hits with a dose series show IC50 in µM; 220,000 compounds, 0.38% hits;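 active = compound inhibiting the enzyme by more than half at any dose during confirmatory dose-response retesting; inconclusive = strong single-dose inhibitors picked by rank but not retested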;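 note: plate controls were full reaction with DMSO carrier for no effect and no enzyme background for full effect; strong numbers were not always called active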
Lipid droplet: hepatic lipid droplet formation modulation | AML12 mouse hepatocytes, oleate lipid droplets, BODIPY imaging | inhibition, % at 6.5 µM | 240,000 compounds, 0.4% hits;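 active = lipid droplet intensity inhibited by at least 50%, with more than 500 cells counted; inconclusive = wells with under 300 cells, treated as cytotoxic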
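Assay system: AML12 hepatocytes (mouse); Probe or stimulus: oleic acid at 100 µM to induce lipid droplet formation; Dosing: compound at 6.5 µM only; Schedule: compound with oleate, overnight; Detection: fluorescence imaging, 20x objective, two fields per well; Measure: % inhibition of lipid droplet signal.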
AID2073: inhibitors of Mint1-CaV2.2 protein interaction, biochemical, HTRF (AID 2073); HTRF protein-protein interaction, Mint1-CaV2.2; higher % means a stronger effect; inhibition, % at 20 µM; hits with a dose series show IC50 in µM; 290,000 compounds, 0.19% hits; in the data active = inhibition mostly above about 51%, no sharp cut-off; inconclusive = no clear call, values can overlap the other calls; inactive = mostly below about 53%; note: some results filed as inactive read as strong as hits
SIAH1 antagonists: Siah-1 peptide-binding antagonists, primary screen, biochemical, fluorescence polarization, rhodamine-plectin, uHTS (AID 1817) | Siah-1 / rhodamine-plectin peptide fluorescence polarization; higher % means a stronger effect | displacement, % at 20 µM, or IC50 in µM where a hit was titrated | 290,000 compounds, 0.02% hits;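 active = displacement of at least 50% at 20 µM, with a fluorescence ratio check between 0.3 and a set limit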;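 note: plate controls were Siah plus tracer with DMSO for no effect and tracer alone without Siah for full effect; strong numbers were not always called active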
CSM14.1 death rescue: rescue of cells from ER stress-induced death, primary screen, 384-well, CSM14.1, thapsigargin, ATP luminescence (AID 1222); CSM14.1 thapsigargin-induced death rescue, ATP luminescence; higher % means a stronger effect; 190,000 tested, under 10 active; cellular ATP content (survival), % at 20 µM; hits with a dose series show EC50 in µM;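 active = EC50 below 50 µM in the dose-response confirmation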;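 note: death triggered by thapsigargin at about 15 µM added after 2 h compound pretreatment; cell ATP read after overnight thapsigargin exposure of roughly 18 to 22 hours; normalized against plate controls of thapsigargin alone and 5% DMSO vehicle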
XIAP antagonists: small molecules displacing peptide from XIAP – biochemical, IAP family, fluorescence polarization (AID 1018); 200,000 compounds, 0.007% hits; one-dose displacement, % at 20 µM; IC50 in µM for titrated hits; XIAP BIR domain, fluorescence polarization peptide displacement; higher % means a stronger effect; in the data active = displacement above about 50%; note: a part of the inactive calls stands beside numbers as strong as those of hits
M1AAP inhibition: P. falciparum M1AAP inhibitors, biochemical, fluorogenic H-Leu-NHMec substrate, 1536-well (AID 1445) | recombinant M1AAP, H-Leu-NHMec fluorogenic kinetic assay; higher % means a stronger effect | one-dose inhibition, % at 30 µM; IC50 in µM for titrated hits | 220,000 compounds, 0.42% hits;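 active = primary inhibition above the hit cutoff, then over 50% inhibition at one or more dose response concentrations, cut at about 23% in these data, passing the limit was not always enough; inconclusive = conflicting primary data, or primary hits not chosen for dose response; inactive = low primary inhibition, or under 50% at every dose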;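 note: plate controls were DMSO full reaction for no effect and no enzyme background for full effect; strong numbers were not always called active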
NOD2 inhibition: inhibition of NOD2-driven NF-kB reporter – cell-based, luminescence, uHTS, HEK293 (AID 1566). HEK293 NOD2/NF-kB luciferase reporter, luminescence; higher % means a stronger effect. one-dose inhibition, % at 4 µM; EC50 in µM for titrated hits. 290,000 compounds, 0.63% hits; note: many of its hits are not listed in these tables
LYP inhibition: PTPN22 lymphoid phosphatase activity blockers – biochemical, fluorescence intensity, uHTS (AID 1779); recombinant LYP phosphatase, fluorescence intensity; higher % means a stronger effect; inhibition, % at 11.5 µM, or IC50 in µM where a hit was titrated; 290,000 compounds, 0.054% hits;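 note: plate controls were vehicle with enzyme for no effect and no enzyme for full effect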
Lipid droplet cells 6.5 µM: second read-out of Lipid droplet, no call of its own (marks repeat the call); cell count; measured here: cell count, cytotoxicity flag;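 cells counted across two imaged fields per well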
An asterisk follows results filed as active; ? = inconclusive; . = no result given. Cut-off read from the data, not from the text of the source, unless noted: active = inhibition above about 50%; inactive = the rest. A portion of the library, so the mix of outcomes need not match the whole.

SMILES	P. falciparum M17LAP	Lipid droplet	Lipid droplet cells 6.5 µM	AID2073	SIAH1 antagonists	CSM14.1 death rescue	XIAP antagonists	M1AAP inhibition	NOD2 inhibition	LYP inhibition
CCn1nc(NS(=O)(=O)c2ccc([N+](=O)[O-])cc2)c2cc3ccccc3nc21	.	-4	712	13%	-1%	.	.	.	27%	-12%
COc1ccccc1Nc1nc2ccccc2[nH]1	1%	.	.	?	2%	-2.0%	-6.8%	0%	-66%	-2%
CC1(C)Cc2c(cnn2-c2ccccc2)C(NC(=O)CCCN2CCCC2=O)C1 (stereo unspecified)	.	-1	814	7%	9%	.	.	.	6%	-10%
COc1cc(OC)nc(NC(=O)CSc2nc3ccccc3o2)n1	6%	-6	674	6%	17%	.	-2.5%	1%	-15%	-6%
OCCN1CCN(C(=S)c2ccc(-c3ccccc3)cc2)CC1	2%	.	.	-36%	12%	.	.	5%	46%	1%
COc1ccc(C(=O)Nc2cc(OC)ccc2OC)cc1	1%	.	.	-3%	-1%	-2.8%	-6.4%	-1%	4%	-6%
C=CCc1ccc(OCC(O)CN2CCN(c3ccccc3)CC2)c(OC)c1 (stereo unspecified)	.	-42	394	14%	0%	.	.	.	-66%	-11%
Cc1ccc(NC(=O)CNCc2ccccc2)c(Br)c1	6%	-4	745	-6%	-4%	-1.6%	-7.5%	3%	-46%	4%
O=C(c1ccc(Cn2c(=O)[nH]c3ccccc3c2=O)cc1)N1CCN(c2ccccc2)CC1	-15%	.	.	-4%	0%	-2.1%	-3.2%	0%	11%	-4%
CC(C)NC(=O)Cn1c(=O)n(CC(=O)N2CCCCC2)c(=O)c2sccc21	.	-3	732	14%	3%	.	.	.	12%	-10%
CC1CCCC(NC(=O)c2ccc(COc3ccccc3)o2)C1C (stereo unspecified)	.	-36	753	0%	-3%	.	.	.	-2%	3%
COC(=O)c1sc(NC(=O)/C=C/c2ccc(C)o2)nc1C	1%	-2	648	20%	16%	3.5%	-17%	3%	-36%	6%
CCOC(=O)C1CCCN(C(=O)Cc2ccc(C)cc2)C1 (stereo unspecified)	3%	14	805	-3%	-1%	-0.3%	-4.1%	-3%	-6%	-10%
CCc1ccc(NC(=O)CCNC(=O)Cn2ccc3ccccc3c2=O)cc1	.	11	808	-3%	10%	.	.	.	9%	-6%
COc1ccc(NC(=S)N2CCNC(=O)C2CC(=O)Nc2cccc(Cl)c2C)cc1 (stereo unspecified)	10%	-9	652	-43%	2%	0.1%	-15%	-5%	8%	0%
Cc1ccc(NC(=O)c2cnn(-c3ccccc3)c2NC(=O)c2ccco2)cc1C	-1%	.	.	-4%	0%	-0.5%	-0.1%	3%	-18%	1%
O=C(CSc1nnc(NC(=O)Cc2ccc(F)cc2)s1)NCc1ccco1	13%	22	701	-3%	-14%	-0.7%	-3.0%	-2%	7%	3%
COC(=O)c1[nH]c2cc(C)ccc2c1NC(=O)CN1CCc2cc(OC)c(OC)cc2C1	-5%	-21	684	5%	6%	0.2%	-6.2%	2%	22%	-1%
CC(C)=CC(O)C/C(C)=C/COc1ccc2ccc(=O)oc2c1 (stereo unspecified)	-50%	2	637	10%	-4%	.	.	8%	25%	-9%
COCc1cc(=O)[nH]c(N2CCN(C(=O)c3ccco3)CC2)n1	.	9	836	4%	4%	.	.	.	12%	-7%
CN(c1cccc(NC(=O)Cc2ccccc2)c1)S(C)(=O)=O	6%	-6	785	12%	-5%	0.7%	-6.3%	4%	-3%	-15%
COc1ccc(N2CCN(C3CCCN(C(=O)CCN4CCCCO4)C3)CC2)cc1 (stereo unspecified)	.	-1	656	5%	10%	.	.	.	2%	-10%
CCOc1cc(NC(=O)c2ccccn2)c(OCC)cc1NC(=O)c1ccccc1	0%	-30	722	?	-1%	2.0%	-3.6%	-1%	29%	2%
Cc1cc(N2CCOCC2)nc(SCc2c(Cl)cccc2Cl)n1	7%	-45	382	0%	6%	-2.9%	-8.5%	3%	25%	2%
CCS(=O)(=O)N1Cc2ccccc2CC1C(=O)Nc1ccc(F)c(F)c1 (stereo unspecified)	.	-13	821	7%	-1%	.	.	.	-14%	-12%
More results follow.
SMILES	P. falciparum M17LAP	Lipid droplet	Lipid droplet cells 6.5 µM	AID2073	SIAH1 antagonists	CSM14.1 death rescue	XIAP antagonists	M1AAP inhibition	NOD2 inhibition	LYP inhibition
O=c1c2c(-c3ccc(Cl)cc3)csc2ncn1/N=C/c1cccc([N+](=O)[O-])c1O	-4%	16	688	-5%	-11%	0.9%	-3.5%	17%	-13%	0%
CCCC(=O)C1=C(O)C(C(=O)OC)C(C)(C)CC1=Nc1ccc(Br)cc1 (stereo unspecified)	4%	49	615	-19%	-4%	.	.	7%	5%	1%
Cc1nnc(SCc2ccc([N+](=O)[O-])cc2)[nH]c1=O	9%	1	711	2%	-3%	1.7%	-0.4%	5%	6%	1%
O=C(CSC1=NC(=O)C(c2ccccc2)C(=O)N1)Nc1cccc(Cl)c1 (stereo unspecified)	36%	6	750	18%	0%	-0.7%	-5.3%	2%	-8%	-4%
O=S(=O)([N-]c1nc2ccccc2nc1-[n+]1ccc(Cc2ccccc2)cc1)c1ccc(Br)s1	3%	-1	677	3%	11%	.	.	9%	2%	-4%
COC(=O)CN1C(=O)[C@H]2[C@@H](c3ccc(C)o3)N3C(=O)CN(Cc4ccccc4)C(=O)[C@@]3(Cc3ccccc3)[C@H]2C1=O	.	13	845	17%	4%	.	.	.	6%	-10%
O=C(NCC(=O)N(Cc1cccs1)C(C(=O)NC1CCCCC1)c1ccco1)c1cccs1 (stereo unspecified)	15%	11	770	16%	1%	-0.6%	-6.2%	0%	2%	-3%
CCCCn1c(SCC(=O)N2CCC(C(=O)OCC)CC2)nc2cc(S(N)(=O)=O)ccc21	-1%	-3	791	8%	-2%	0.9%	-1.9%	14%	21%	-7%
Cc1ccccc1N(CC(=O)NC1CCCC1)C(=O)C1(C)CC(=O)N=C2C=CC=CN21 (stereo unspecified)	-107%	7	704	8%	-1%	-1.6%	-3.9%	6%	0%	-2%
CCOC(=O)c1sc2nc3c(cc2c1N)COC(C(C)C)C3 (stereo unspecified)	-6%	.	.	30%	-5%	-1.0%	1.9%	2%	-175%	-8%
Cc1ccc(Cl)cc1NC(=O)c1ccc(NC(=O)CCC(=O)O)cc1	0%	4	645	3%	2%	-1.3%	-1.3%	8%	-2%	-9%
O=C(NCCCn1ccnc1)c1ccc(S(=O)(=O)Nc2ccccc2)cc1	2%	19	702	1%	-2%	.	.	3%	12%	-3%
Cc1cccc(NC(=O)c2cc(-c3cc(C)c(C)cc3O)n[nH]2)c1	.	.	.	15%	8%	.	.	.	-47%	-8%
O/N=C1/CCCCc2sccc21	2%	.	.	-5%	1%	-0.9%	-2.4%	2%	-13%	-11%
C/C(CC(=O)NCc1ccco1)=N\NC(=O)Cc1cccc2ccccc12	19%	.	.	4%	-4%	-2.9%	-2.0%	2%	18%	-9%
CCOc1ccc2oc(C(=O)NC3CC(C)(C)NC(C)(C)C3)c(C)c2c1	-27%	-44	681	15%	4%	-1.6%	-13%	0%	-3%	-12%
C/C(=N/NC(=O)CC1N=C(Cc2ccccc2)NNC1=O)c1cccnc1 (stereo unspecified)	-3%	1	720	19%	-2%	-0.7%	-4.9%	1%	-1%	-7%
CCOc1ccc(C(=O)NCC(=O)OCC(=O)Nc2ccccc2OCC)cc1	0%	9	782	0%	-3%	2.9%	-0.3%	-2%	10%	-3%
Cn1c(C(=O)N2CCC(C(N)=O)CC2)cc2cc(Cl)ccc21	.	7	804	-5%	0%	.	.	.	-10%	-8%
CCOC(=O)N1CCC(Nc2ncnc3c2cnn3-c2ccccc2)CC1	2%	-12	687	2%	6%	2.8%	2.3%	3%	8%	-2%
COc1ccc(C2/C(=C(/O)c3ccc4c(c3)CC(C)O4)C(=O)C(=O)N2CCCn2ccnc2)cc1 (stereo unspecified)	.	0	737	8%	0%	.	.	.	0%	2%
CCn1nc(C)cc1-c1n[nH]c(=S)n1N	16%	-8	673	-5%	2%	1.1%	-5.2%	4%	11%	-6%
CCC(=O)Nc1nnc(C(C)(C)C)s1	-3%	.	.	0%	6%	-1.4%	-0.1%	3%	18%	-4%
O=C(CCSc1nnnn1-c1ccccc1)N1CCOCC1	11%	12	763	-6%	1%	-1.8%	3.8%	2%	-5%	1%
CC(=O)c1cc(C(=O)Nc2ccccc2C(=O)O)oc1C	3%	.	.	5%	1%	1.8%	-2.2%	0%	0%	0%
CCOc1cc(C)c(S(=O)(=O)Nc2ccc(Cl)cn2)cc1C	-6%	5	775	6%	0%	-1.1%	-0.9%	2%	24%	1%
COc1ccc2nc(NNC(=O)C3COc4ccccc4O3)sc2c1 (stereo unspecified)	15%	-11	676	7%	-1%	-6.6%	-24%	-7%	-5%	-1%
